# Insulin prom up: MIN6 insulin promoter up-regulation | MIN6 insulin promoter-GFP reporter, high-content imaging; active compounds read high | z-score at 5 µM | 0.3% of 190,000 active | AID 1625;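 active = z-score above 3 at 5 µM with at least 500 cells counted in the well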
# PMI inhibitors: MPI enzyme activity inhibition – biochemical, fluorescence intensity, coupled assay, primary screen (AID 1209). purified PMI enzyme, coupled fluorescence intensity; higher % means a stronger effect. inhibition, % at 20 µM; hits with a dose series show IC50 in µM. 0.42% of 190,000 active;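 note: plate controls were DMSO vehicle for no effect and wells lacking substrate for full effect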
# Autophagy mod: modulators of autophagy. MEF GFP-LC3 puncta imaging; test concentration mostly 10 µM. calls only at 10 µM (by protocol). 0.98% of 190,000 active;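 active = percentage of spot-positive cells more than 3 SD above its plate mean, without a fluorescence outlier flag or 80% toxicity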;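 note: spot-positive cell cutoff set from DMSO-treated cells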
# WT yeast gro inh: growth inhibition of WT yeast, mitochondrial fusion screen. mitochondrial fusion phenotypic screen, WT strain. inhibition, % at 10 µM. 2.1% of 190,000 active; in the data active = inhibition above about 58%; tested in S. cerevisiae
# PMI inhibition: human PMI inhibitors, high substrate, primary screen, biochemical, fluorescence intensity, high mannose 6-phosphate (AID 1220). 0.66% of 190,000 active. inhibition, % at 20 µM, or IC50 in µM where a hit was titrated. recombinant PMI enzyme, coupled fluorescence intensity; higher % means a stronger effect
# Dynein transport: blocks dynein driven cargo transport along microtubules; 3617.4 mouse cells, GR-EGFP nuclear translocation imaging; test concentration mostly 20 µM; stimulated with dexamethasone, 1 µM; active compounds read low; z-score, hits read low; 0.47% of 220,000 active; AID 1381;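 active = plate z-score of nuclear minus cytoplasmic receptor signal below a set negative limit, without overly bright fluorescence or cell loss, cut at about -3.5 in these data, passing the limit was not always enough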;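 note: z-score of nuclear minus cytoplasmic ring GR-EGFP intensity difference per well; some compounds called inactive have numbers as strong as hits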
#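 Buffer or medium: tetracycline-free induction medium containing charcoal-stripped FBS / Reagent: dexamethasone agonist, 1.0 µM final, for 30 min / Technique: automated 10x imaging of fixed Hoechst-stained cells / Times: induction 48 h, compound 1 h, agonist 30 min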
# Yfh1-off respiration: enhancers of respiration in Yfh1-depleted yeast, dose response, Friedreich's ataxia, plus single-dose screen (AID 1465); fold induction at 50 µM, or EC50 in µM where a hit was titrated; S. cerevisiae Yfh1-off respiration, WST-1 reduction, 72 h; higher fold induction means a stronger effect; 0.074% of 220,000 active;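 active = fold induction of absorbance versus untreated yeast above a set limit, then at least 30% activation at any dose in follow-up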;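 note: activators that raise dye reduction in frataxin-depleted yeast; strong numbers were not always called active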
# MT stabilizer: stabilizes microtubules in HeLa cells | HeLa tubulin immunostaining HCS, 24 h; share of cells brighter than vehicle mean+2SD | % tubulin-high responders, % at 10 µM | 0.83% of 200,000 active | AID 2205;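 active = plate Z-score above 3 for both tubulin-high and condensed-nucleus cell shares, with cell loss under 80%, at 10 µM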;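 note: anti alpha tubulin signal scored within the nucleus-defined area of each cell; some results filed as inactive read as strong as hits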
# b-catenin transl: modulators of beta-catenin nuclear translocation; 0.3% of 190,000 active; nuclear translocation activity, % at 5 µM; AID 1665; HeLa beta-catenin nuclear translocation, immunofluorescence imaging;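 active = nuclear translocation activity above 50% at 5 µM, with a well cell count of 50 or more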;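 note: per-cell ratio of nuclear to cytoplasmic median beta-catenin stain intensity; plate controls were DMSO negative control for no effect and GSK-3 inhibitor IX positive control for full effect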
#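 System: Human HeLa cells, endogenous beta-catenin | Compound dosing: 5 µM primary, 0.02–20 µM confirmation | Timing: 24 h compound exposure at 37°C, 5% CO2 | Measured by: Fluorescence imaging of beta-catenin antibody stain plus DAPI | Read-out basis: % activation of per-cell nuclear versus cytoplasmic median beta-catenin signal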
# WT yeast gro inh mutant strain: also measured in WT yeast gro inh; calls as there; inhibition, %; mitochondrial fusion phenotypic screen, mutant strain inhibition
# Dynein transport cytoplasmic EGFP: also measured in Dynein transport; calls as there; z-score; measured here: cytoplasmic GR-EGFP intensity; active compounds read high
# Dynein transport nuclear GR-EGFP: second read-out of Dynein transport, no call of its own (marks repeat the call); z-score; measured here: nuclear GR-EGFP intensity;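 lower value marks the stronger effect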
# Dynein transport cell count: recorded beside Dynein transport, whose call it bears; z-score; measured here: cell count per field
# Insulin prom up cell count: further read-out of Insulin prom up, marked with its call; cell count; measured here: cytotoxicity, nuclei count;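 total cells summed across four imaged fields per well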
# b-catenin transl cell count 5 µM: further read-out of b-catenin transl, marked with its call; cell count; measured here: cell count, cytotoxicity flag
# MT stabilizer Hoechst-high %: further read-out of MT stabilizer, marked with its call; % Hoechst-high responders; measured here: nuclear condensation Hoechst responders;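 share of cells brighter than vehicle mean plus two SD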
# MT stabilizer cytotoxicity %: also measured in MT stabilizer; calls as there; toxicity, %; measured here: cytotoxicity by cell density;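 0% = mean cell density of plate MIN control wells and 100% = no cells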
# Autophagy mod cell loss 18 h: second read-out of Autophagy mod, no call of its own (marks repeat the call); toxicity, %; measured here: cell loss, nuclei count;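 cell loss after 18 h compound exposure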
# The depositor's hits bear a star; i = inactive; . = no result given. Cut-off read from the data, not from the text of the source, unless noted: active = inhibition above about 50%; inactive = the rest. Compounds as they come, and some 5% of all compounds hit somewhere here.
# The opening two records as a preview:
SMILES,Insulin prom up,Insulin prom up cell count,PMI inhibitors,Autophagy mod,Autophagy mod cell loss 18 h,WT yeast gro inh,WT yeast gro inh mutant strain,PMI inhibition,Dynein transport,Dynein transport cytoplasmic EGFP,Dynein transport nuclear GR-EGFP,Dynein transport cell count,Yfh1-off respiration,MT stabilizer,MT stabilizer Hoechst-high %,MT stabilizer cytotoxicity %,b-catenin transl,b-catenin transl cell count 5 µM
Cc1noc(C)c1C(=O)Nc1sc2c(c1C(N)=O)CCC2,0.74,1222,5%,i,0,-6,0,0%,-0.46,-0.19,-0.6,-0.23,i,3.9,1.7,7.3,0.8,889
COc1cc(C(=O)OCC(=O)Nc2cc(-c3cc(C)c(C)cc3C)nn2-c2ccccc2)cc(OC)c1OC,-0.52,1410,18%,i,11,-23,-30,6%,0.94,-0.28,0.27,-0.51,i,4.9,4.2,4.9,-3.1,1142

# The whole of this part, repeating the preview:
SMILES,Insulin prom up,Insulin prom up cell count,PMI inhibitors,Autophagy mod,Autophagy mod cell loss 18 h,WT yeast gro inh,WT yeast gro inh mutant strain,PMI inhibition,Dynein transport,Dynein transport cytoplasmic EGFP,Dynein transport nuclear GR-EGFP,Dynein transport cell count,Yfh1-off respiration,MT stabilizer,MT stabilizer Hoechst-high %,MT stabilizer cytotoxicity %,b-catenin transl,b-catenin transl cell count 5 µM
Cc1noc(C)c1C(=O)Nc1sc2c(c1C(N)=O)CCC2,0.74,1222,5%,i,0,-6,0,0%,-0.46,-0.19,-0.6,-0.23,i,3.9,1.7,7.3,0.8,889
COc1cc(C(=O)OCC(=O)Nc2cc(-c3cc(C)c(C)cc3C)nn2-c2ccccc2)cc(OC)c1OC,-0.52,1410,18%,i,11,-23,-30,6%,0.94,-0.28,0.27,-0.51,i,4.9,4.2,4.9,-3.1,1142
CC(C)=CC(=O)Nc1ccc2c(c1)OCO2,0.66,1131,9%,i,-11,2,8,10%,-1.5,-0.24,-0.62,-0.36,i,2.4,1.9,7.3,-2.0,1163
CCN(CC)S(=O)(=O)c1cccc(C(=O)Nc2sc3c(c2C(N)=O)CCCC3)c1,-0.56,1657,8%,i,-3,73*,16*,6%,1.2,-0.25,-0.49,0.077,i,1.9,3.4,4.7,-1.2,1269
O=C(N/N=C/c1c[nH]c2ccccc12)C1CC(=O)N(c2ccccc2)C1 (stereo unspecified),-0.15,1588,0%,i,-23,1,9,2%,0.35,-0.3,0.37,0.01,i,9.7,3.3,17,-1.8,907
CCOc1ccc(CCNC(=O)c2cccc(C#N)c2)cc1OCC,0.1,1319,-5%,i,3,-5,-17,2%,-0.51,0.0089,-0.35,0.59,i,1.7,1.3,8.3,-1.7,989
COCCn1c(=O)[nH]c2cc(C(=O)N3CCN(c4ccccc4OC)CC3)ccc2c1=O,.,.,3%,i,-7,7,2,15%,0.0072,-0.23,0.14,-0.08,i,1.6,1.6,2.8,.,.
COc1ccc(C(=O)/C=C/N(C)C)cc1,.,.,4%,i,34,-2,-5,-3%,0.09,-0.25,0.27,-0.55,i,1.1,1.7,12,-1.2,1107
Cn1cnnc1SCC(=O)c1ccc(O)c(O)c1,0.73,1608,29%,i,4,-9,-16,0%,-0.91,-0.22,-0.51,0.84,i,4.2,2.5,1.4,-3.1,1081
C=CCNC(=O)CN1CCC(NC(=O)c2ccco2)CC1,0.57,1493,-1%,i,1,-11,11,-2%,1.1,-0.3,0.19,-1.3,i,5.8,1.1,2.2,-0.6,1469
COc1ccc(-c2noc(CCc3ccccc3)n2)cc1,0.06,1658,6%,i,-8,2,12,1%,-0.037,-0.36,0.68,0.16,i,2.0,2.9,6.6,-5.2,1141
COc1cc(/C=C(\C#N)c2nc3ccccc3s2)cc([N+](=O)[O-])c1O,0,1646,34%,i,-8,67*,37*,71%*,0.48,-0.2,-0.019,0.24,i,3.3,1.5,3.1,-3.0,1046
CCOCCCNC(=O)C(NC(=O)c1cnccn1)c1ccc(OC)cc1 (stereo unspecified),0.06,1653,5%,i,0,1,4,2%,-0.76,-0.19,-0.11,0.15,i,4.0,1.6,3.1,0.0,1401
CCn1nnnc1SCC(=O)N1CCCc2ccccc21,0.16,1112,-6%,i,0,-9,3,-5%,-0.6,-0.29,-0.77,0.57,i,3.2,1.2,2.9,1.4,966
Cc1cc2oc(=O)cc(CSc3nnc(-c4cccs4)o3)c2cc1C(C)C,-0.57,1080,12%,i,4,53,17,4%,-0.51,-0.22,-0.22,0.4,i,2.3,2.1,2.1,3.5,1033
Cc1ccc2[nH]c(C)c(CC(=O)O)c2c1,0.54,975,-11%,i,-3,.,.,-20%,-0.8,0.11,-0.065,0.32,i,1.6,1.0,2.2,2.1,1106
COc1cccc(Nc2ncnc3ccccc23)c1,-0.05,766,-2%,i,-13,0,4,1%,-0.84,-0.32,-0.21,0.77,i,1.1,1.9,2.6,-0.5,1073
CC(=O)Nc1ccc(OCC(O)CN2CCN(Cc3ccccc3)CC2)cc1 (stereo unspecified),-0.21,1470,2%,i,0,2,3,-2%,-0.52,-0.24,0.077,0.25,i,4.1,2.2,6.4,-1.0,1097
Cc1ccccc1CNC(=O)c1cc(COc2ccc(F)cc2F)on1,0.03,1314,8%,i,14,12,-1,4%,0.56,0.12,0.46,-0.18,i,2.6,2.1,4.4,-1.3,1148
COc1cc(OC)cc(C(=O)NNC(=S)Nc2ccccc2OC)c1,-0.58,1270,-4%,i,-2,-9,-13,0%,-0.63,-0.24,-0.66,0.29,i,3.2,3.7,11,2.5,465
CCCn1c(N2CCN(C(=O)Nc3ccccc3)CC2)nc2ccccc21,-0.08,1511,4%,i,-17,-2,4,2%,-0.95,0.039,-0.33,0.58,i,1.4,1.7,7.0,2.1,983
COc1ccc([N+](=O)[O-])cc1NC(=O)c1ccc(N(Cc2ccccc2C)S(C)(=O)=O)cc1,-0.46,1494,6%,i,15,-25,-7,2%,-0.028,-0.21,-0.068,-0.4,i,2.9,2.6,5.5,1.2,1094
CCn1cc(S(=O)(=O)CC(=O)N2CCc3ccccc32)c2ccccc21,0.73,746,.,.,.,.,.,.,0.59,-0.71,0.77,-1,i,.,.,.,-1.0,1235
O=C(NC1CCCC1)C(c1cccs1)N(C(=O)c1ccco1)c1ccc2c(c1)OCO2 (stereo unspecified),0.17,1217,6%,i,3,-1,-1,13%,0.013,-0.25,0.027,0.63,i,3.2,1.3,5.2,-1.8,484
Cc1c(C(=O)NCCCN2CCCC2=O)oc2ccc(S(=O)(=O)N3CCOCC3)cc12,-0.07,1293,-2%,i,-7,-2,2,-9%,-0.32,-0.3,0.48,0.33,i,3.6,2.7,7.1,.,.
O=C1NN=C(c2ccc(Br)cc2)CC1c1ccc(Cl)cc1 (stereo unspecified),-0.9,1311,18%,i,7,58*,21*,13%,0.021,0.98,0.17,-0.95,i,1.3,1.7,6.6,-0.4,1113
Cc1ccc(CNc2ncccc2-c2nc3cc(Cl)ccc3o2)cc1,-0.16,1394,8%,i,28,-8,-33,6%,-0.53,-0.18,-0.77,1,i,0.9,1.4,5.4,0.3,976
CC(C)CCNC(=O)CN(Cc1cccs1)C(=O)CCC(=O)Nc1nccs1,-0.38,1839,8%,i,0,-1,16,11%,-0.41,-0.23,-0.64,0.38,i,1.4,1.9,7.3,2.3,1048
Cc1nn(-c2ccccc2)c(C)c1NC(=O)c1cccs1,0.36,935,-15%,i,-9,24,6,-14%,-0.38,-0.24,-0.0022,0.69,i,41*,27*,38*,.,.
COc1ccc(Nc2ncnc3c2cnn3Cc2ccccc2)cc1OC,-4.7,676,9%,i,49,-17,6,10%,-0.39,-0.22,-0.075,0.26,i,1.5,1.4,10,2.9,1126
CCC(C)NC(=O)C1CCN(C(=O)N(C)C)CC1 (stereo unspecified),0.62,1905,10%,i,-1,2,-1,10%,-0.53,-0.018,-0.037,0.69,i,3.1,3.0,3.9,-0.3,1036
COc1ccc(NC(=O)CC2(Cc3ccccc3)CCOC(C)(C)C2)cc1 (stereo unspecified),-0.99,1242,6%,i,12,-12,17,-8%,-0.72,-0.25,-0.18,0.78,i,2.8,1.7,4.8,.,.
COC(=O)CC1=C(C(=O)OC)C(c2ccncc2)C(C#N)=C(N)O1 (stereo unspecified),0.23,1306,5%,i,-5,7,16,-1%,-2.5,0.085,-1.2,0.31,i,1.9,2.4,9.7,.,.
Cc1oc(C(=O)O)cc1COc1ccc2c(C)cc(=O)oc2c1,-1.3,1283,13%,i,-8,-12,-16,13%,-0.27,-0.26,-0.78,0.044,i,4.3,2.4,5.2,.,.
O=C(O)CC(NCc1ccco1)C(=O)Nc1cccc(O)c1 (stereo unspecified),0.07,1108,.,.,.,.,.,.,-0.33,-0.13,0.36,-0.38,i,.,.,.,-0.8,1331
Cc1ccc(Oc2c(C(N)=O)cc([N+](=O)[O-])cc2[N+](=O)[O-])cc1,0.58,1178,8%,i,-7,16,19,19%,-3.5,2.9,-2,-1.3,i,1.6,2.7,12,.,.
COc1cc(C(=O)NNC(=O)c2ccc(NC(C)=O)cc2)cc(OC)c1OC,-0.5,1163,-4%,i,-10,1,1,-5%,-1.7,-0.1,-1.1,1.4,i,2.8,2.4,2.8,-0.5,1100
NNC(=O)c1[nH]c2ccc(Cl)cc2c1-c1ccccc1,-0.9,1347,.,.,.,.,.,.,-0.81,-0.26,-0.4,-0.024,i,.,.,.,-5.7,1249
COc1cccc(NC(=O)CSc2nc3c(c(-c4ccco4)c2C#N)CCCC3)c1,0.92,1383,-8%,i,-4,76*,75*,-10%,-0.72,-0.15,-0.4,0.51,i,1.1,1.9,7.1,0.7,1366
Cc1cccc(C(=O)NCCc2n[nH]c(=S)n2C)c1,-0.02,1138,-5%,i,9,7,-23,-3%,-0.61,-0.26,-0.25,0.03,i,3.6,4.2,5.2,1.4,462
